# Screening results as filed in PubChem BioAssay.
# Tat transport: inhibitors of E. coli Tat protein transport; actives 0.036% (n = 340,000); inhibition, % at 10 µM; AID 488895; E. coli MC4100 TorA-mCherry Tat export, fluorescence;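 active = mean replicate inhibition at least 50% and at least half of replicates individually reaching 50%; inconclusive = only one of the two criteria met; inactive = neither criterion met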;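 also: exported cargo escapes ClpAP degradation while cytoplasmic cargo is degraded and loses fluorescence; 0% = median of neutral control wells and 100% = median of NaSCN control wells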
# DAGLB inh: blocks human DAGLB lipase activity. HEK293T DAGLB membrane lysate, EnzChek fluorogenic substrate. Q8NCG7. actives 0.059% (n = 340,000). inhibition, % at 5.17 µM; in the data active = inhibition above about 34%;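 also: 0% = enzyme with vehicle and 100% = wells lacking enzyme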
# Target sequence (Q8NCG7 whole entry, looked up): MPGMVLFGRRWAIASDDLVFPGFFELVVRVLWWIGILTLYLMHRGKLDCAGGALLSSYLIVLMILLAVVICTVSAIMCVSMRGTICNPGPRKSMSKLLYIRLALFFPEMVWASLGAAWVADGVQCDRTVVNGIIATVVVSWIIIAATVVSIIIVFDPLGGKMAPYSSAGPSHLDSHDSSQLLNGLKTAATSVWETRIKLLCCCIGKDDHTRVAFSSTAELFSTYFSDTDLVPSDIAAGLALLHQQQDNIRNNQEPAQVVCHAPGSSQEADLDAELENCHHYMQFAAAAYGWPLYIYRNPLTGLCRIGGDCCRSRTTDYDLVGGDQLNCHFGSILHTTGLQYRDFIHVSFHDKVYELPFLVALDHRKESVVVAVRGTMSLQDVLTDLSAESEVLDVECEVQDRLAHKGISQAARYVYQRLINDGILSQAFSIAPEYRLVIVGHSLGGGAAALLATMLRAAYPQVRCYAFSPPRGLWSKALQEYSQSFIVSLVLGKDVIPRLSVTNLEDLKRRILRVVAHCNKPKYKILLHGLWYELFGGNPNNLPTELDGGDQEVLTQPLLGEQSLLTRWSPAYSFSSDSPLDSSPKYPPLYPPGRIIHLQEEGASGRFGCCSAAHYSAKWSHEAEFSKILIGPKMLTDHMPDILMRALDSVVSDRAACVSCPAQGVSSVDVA
# PfHsp90 set2: inhibits growth of yeast expressing Plasmodium falciparum Hsp90; S. cerevisiae expressing PfHsp90, BacTiter-Glo ATP, 48 h; yeast lacking PDR1 and PDR3 efflux regulators; actives 0.32% (n = 310,000); inhibition, % at 9.4 µM; AID 504621;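 active = every replicate shows inhibition above about 80%, whatever the replicate mean, limit read from the data; inconclusive = mean inhibition reaches the set limit but some replicate falls short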;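 also: 0% = DMSO neutral controls and 100% = 20 µM radicicol positive controls; yeast relying on Plasmodium falciparum Hsp90 in place of its own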
# CAL PDZ FP: blocks peptide binding to human CAL PDZ domain; Q9HD26; purified CAL PDZ, TMR-peptide fluorescence polarization, 1 h; inhibition, % at 20 µM; actives 0.02% (n = 330,000); AID 504414;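 active = highest replicate inhibition of at least 40%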;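 also: plate controls were DMSO neutral control wells for no effect and unlabeled competitor peptide control wells for full effect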
#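 Test system: purified CerCALP PDZ construct; Compound dosing: one concentration, 20 µM compound; Also added: TMR-labelled reporter peptide T*-PRC34 bound in PDZ groove; Read-out: inhibition from polarization loss; Controls: unlabelled peptide and DMSO controls; Signal: FP readout, S and P plane fluorescence; Incubation: 1 h at RT.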
# phage Ecoli inh: E. coli growth loss with phage present; AID 651602; actives 0.26% (n = 360,000); growth absorbance; inhibition, % at 11.9 µM; in the data active = inhibition above about 11%
# AddAB inh: less growth of phage-infected E. coli with AddAB; AID 435030; E. coli expressing H. pylori AddAB, absorbance growth; actives 0.29% (n = 330,000); inhibition, % at 11.9 µM; in the data active = inhibition above about 12%;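 also: 0% = vehicle wells of infected cells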
# Rtt109 Vps75: blocks Candida albicans Rtt109/Vps75 acetyltransferase activity; Q5AAJ8; purified Rtt109/Vps75, ThioGlo CoA-SH fluorescence, 4 h; inhibition, % at 34.9 µM; actives 0.16% (n = 330,000); AID 540336;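 active = inhibition of at least 50% in every replicate; inconclusive = best replicate reaches 50% inhibition but some replicates fall short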
# Target sequence (Q5AAJ8 whole entry, looked up): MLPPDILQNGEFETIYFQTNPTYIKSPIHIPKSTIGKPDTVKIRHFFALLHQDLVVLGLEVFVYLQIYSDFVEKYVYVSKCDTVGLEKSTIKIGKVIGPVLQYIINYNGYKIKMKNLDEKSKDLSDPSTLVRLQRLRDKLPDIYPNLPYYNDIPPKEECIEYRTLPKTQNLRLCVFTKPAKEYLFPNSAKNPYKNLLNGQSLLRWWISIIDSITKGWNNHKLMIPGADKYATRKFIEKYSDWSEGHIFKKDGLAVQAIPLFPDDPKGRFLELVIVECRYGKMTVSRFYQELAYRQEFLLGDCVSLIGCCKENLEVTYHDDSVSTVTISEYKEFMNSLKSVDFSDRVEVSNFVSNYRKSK
# E coli growth: counter-screen for AddAB inhibitors: E. coli growth inhibition; E. coli V3065 growth, OD600 absorbance, 18 h; inhibition, % at 11.9 µM; actives 0.27% (n = 330,000);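 active = inhibition above the campaign's mean inhibition across all tested compounds plus 3 SD, cut at about 9.9% in these data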;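 also: uninfected addAB+ strain grown without phage in ampicillin broth; 0% = DMSO wells and 100% = ciprofloxacin 0.95 µg/ml wells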
# PvdQ acylase: blocks Pseudomonas aeruginosa PvdQ acylase activity; actives 0.063% (n = 340,000); purified PvdQ acylase, fluorescence plate reader; AID 488965; inhibition, % at 10 µM; in the data active = inhibition above about 30%, passing the limit was not always enough; inconclusive = no clear call, values can overlap the other calls;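 also: 0% = vehicle neutral wells and 100% = reference inhibitor wells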
# Wnt act: activators of Wnt/beta-catenin signaling. Wnt/beta-catenin reporter cell assay, activator, plate reader. activation, % at 9.35 µM. actives 1.2% (n = 300,000). AID 743398; in the data active = activation above about 30%, passing the limit was not always enough; inconclusive = no clear call, values can overlap the other calls;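 also: 0% = neutral control wells and 100% = positive control wells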
# Starred values were filed as active, the others as inactive; ? = inconclusive; · = not tested or not shown. Not a hit list, and some 1.9% of all compounds hit somewhere here.
SMILES,Tat transport,DAGLB inh,PfHsp90 set2,CAL PDZ FP,phage Ecoli inh,AddAB inh,Rtt109 Vps75,E coli growth,PvdQ acylase,Wnt act
CN(C)c1nc2n(c(=O)n1)CCS2,-3,-1,-2,-1.1,4.2,2.4,-10,1.2,-10,·
CCC(C)(C)n1nnnc1CN(Cc1ccc(Cl)cc1)Cc1ccco1,9,-2,-2,-0.6,2.7,2.1,8,-0.3,11,·
O=C(COC(=O)/C=C/c1ccc(F)cc1)Nc1ccc2[nH]c(=O)[nH]c2c1,-4,0,-14,-2.6,0.4,2.4,6,-0.3,-2,·
CCOC(=O)c1c2ccc(OCC(=O)NN)cc2n2ccccc12,4,-3,-20,-2.6,-1.2,0.8,-9,-1.0,-7,0
COc1cc(C2C3=C(CC(C)(C)CC3=O)Nc3ccccc3N2C(C)=O)cc(OC)c1OC (stereo unspecified),3,-2,16,-1.5,-1.4,2.1,42,0.3,2,1
O=C(CS(=O)(=O)c1cn(Cc2ccc(Cl)cc2)c2ccccc12)N1CCCCC1,-2,-3,3,0.2,1.8,-0.5,-3,0.3,-3,0
c1cc(-c2n[nH]c(-c3ccncc3)n2)ccn1,-9,-3,15,-0.9,-0.1,-2.8,-3,0.1,-22,0
Cc1cc(C(=O)N2CCN(c3ccc(C(F)(F)F)cn3)CC2)c(C)o1,0,-3,27,0.3,1.2,-2.4,6,-1.4,-3,3
COc1ccc([C@H]2CC(=O)C=C(c3cccc(C(C)C)c3)C2)cc1,-1,-16,-25,-0.6,0.4,2.0,9,-0.9,-5,0
NS(=O)(=O)c1ccc(NC(=O)c2cc(-c3ccccc3O)n[nH]2)cc1,-1,-1,-8,2.3,2.0,0.3,-9,-0.1,17,8
COc1ccc(S(=O)(=O)Nc2ccccc2C(=O)N2CCOCC2)cc1F,-7,-2,18,-2.0,2.6,0.3,-8,1.4,-10,-2
COc1ccc(-c2nc(CSCC(=O)NCCC3=CCCCC3)c(C)o2)cc1OC,3,-7,29,-0.1,1.4,-0.7,2,-2.0,-13,-5
CCN1CCN(c2cc(C)c3cc(NC(=O)CCC(=O)Nc4ccc(OC)cc4OC)ccc3n2)CC1,-9,-1,5,1.6,2.6,0.7,-2,-0.1,4,-2
CC(C)n1cc(/C=C/c2cc[n+](C)cc2)c2ccccc21,0,-85,-6,-2.5,1.3,·,7,·,-3,-5
Cc1cc(C)c(S(=O)(=O)N2CCOC2CNC(=O)C(=O)NCCCN2CCOCC2)c(C)c1 (stereo unspecified),-13,-6,10,0.3,2.0,3.9,1,-3.9,18,2
CCc1nnc(NC(=O)CCC(=O)N2CCN(Cc3ccc(OC)c(F)c3)CC2)s1,2,1,-13,-0.6,2.1,1.2,2,-1.2,19,-5
CC1=CN2C(=N)/C(=C/c3cn(CCCOc4ccccc4C)c4ccccc34)C(=O)N=C2S1,-3,-2,10,0.8,1.9,4.3,-1,-0.5,-8,·
CC1(C)Cc2ccccc2-c2nc3ccccc3c(=O)n21,3,-7,9,·,1.5,0.5,-1,-0.4,-11,·
COC(=O)C1=C(C)N(CCc2ccc(OC)c(OC)c2)C(=O)/C1=C\N(C)C,7,0,-3,-1.2,3.1,-0.4,16,-1.4,-10,-5
CCOC(=O)N1CCC(NC(=O)C2CCN(C(=O)N3CC(C)Oc4ccc(C)cc43)CC2)CC1 (stereo unspecified),5,0,·,-1.1,3.2,3.3,-5,1.1,1,-2
O=C/C(=C\Nc1ccccn1)c1nc2ccccc2o1,-6,1,-6,-0.5,2.7,-0.8,0,-1.5,6,·
COc1ccc(S(=O)(=O)N2CCN(CC(=O)c3[nH]c(C)c(C(C)=O)c3C)CC2)cc1OC,-1,-1,-4,-0.5,-0.5,1.7,3,-0.7,-19,1
CN(C)C(=O)C(OC(=O)c1ccc2c(c1)CCCC2)c1ccccc1 (stereo unspecified),17,-4,24,-1.1,-1.8,2.3,-8,-0.8,-6,3
COc1c(C(=O)Nc2ccc(CN3CCOCC3)cc2)cc2ccccc2c1Br,23,0,23,-0.9,1.6,-1.3,3,-1.4,2,-4
Cc1cc(C(=O)NC2CCCc3c2cnn3-c2ccc(C)c(C)c2)no1 (stereo unspecified),14,1,-7,-2.4,2.5,-0.7,-1,-3.0,2,0
CC(C)OC(=O)c1cccc(C(=O)OCc2ccco2)n1,-16,-3,-10,-0.5,-0.3,1.1,-1,-1.4,2,-2
CC1(C(=O)OCC(=O)Nc2ccc(C(N)=O)cc2)CC1(Cl)Cl (stereo unspecified),-7,2,·,-0.1,1.8,4.1,5,-0.8,-10,1
CCCCNC(=O)CN1C(=O)C(CC)Oc2ccc(Cl)cc21 (stereo unspecified),-3,-1,-5,·,4.2,2.0,13,0.4,6,·
Cc1cc(C(F)F)n2ncc(C(=O)NCc3ccccc3F)c2n1,-2,-2,2,0.0,4.8,1.9,9,-0.1,3,-1
NS(=O)(=O)c1ccc(NS(=O)(=O)c2ccc(NC(=O)C3CC3)cc2)cc1,-3,-6,12,-0.4,-1.8,5.4,7,0.8,1,-1
O=C(O)c1ccc2c(c1)CCCN2,·,·,·,·,3.4,-1.5,·,-1.7,·,1
CN(C)/C=C/C=C1C(=O)CCCC1=O,-2,-1,-3,0.0,4.8,3.6,?,0.5,11,73*
COc1cccc(OCC(=O)Nc2cc(NC(=O)COc3cccc(OC)c3)cc(C(=O)O)c2)c1,-1,1,11,0.5,-0.9,0.4,4,0.1,0,0
O=C(NCc1ccccc1)/C(=C\c1ccccc1)NC(=O)c1ccco1,-2,-1,9,-3.7,1.2,2.4,6,-0.3,-7,-2
Cc1ccc(/C=N/NC(=O)c2ccc(Br)o2)s1,-2,-5,-6,-1.9,1.7,6.2,2,0.3,2,?
CC(=O)Nc1ccc(-c2nnc(SCC(=O)Nc3ccc4c(c3)oc3ccccc34)n2C)cc1,1,0,·,·,2.6,0.8,2,-1.7,9,27
CC(C)CC(OC(=O)c1cccs1)C(=O)NCc1cccs1 (stereo unspecified),6,-1,14,-0.1,4.3,1.6,3,-1.1,-10,·
CCc1nn2c(NCCCO)cc(C)nc2c1-c1ccc(F)cc1,1,-1,0,0.2,-1.0,0.6,5,-2.5,-7,-1
Cc1ccc(C(=O)Nc2ccccc2Sc2ccccc2)cc1,1,-2,4,-1.6,4.0,0.5,1,-0.6,19,-4
C=CCN1C(=O)c2ccc(C(=O)N(CC)CC(=O)Nc3cc(Cl)ccc3C)cc2C1=O,1,-1,·,-2.4,0.1,1.8,19,-1.4,0,-2
CC(C)OCCCNC(=O)c1ccc2c(=O)n(Cc3ccc4c(c3)OCO4)c(=S)[nH]c2c1,5,2,·,0.1,1.9,4.3,-9,0.9,-7,-2
O=C(NCC(=O)N1CCCC1)c1ccc(Cl)cc1,-2,-2,-6,0.4,-0.1,2.0,10,-2.2,-1,1
CC(C)Sc1nc(N2CCOCC2)c2c3c(sc2n1)COC(C)(C)C3,7,-1,12,-1.1,2.9,1.6,23,-0.8,4,-4
CN(C)CCCN(C(=O)c1ccc2c(c1)CCCC2)c1nc2ccc(F)cc2s1,4,2,32,-3.5,2.3,3.4,38,-1.5,-8,·
CN(C)c1ccc(/C=C2/SC(=O)N(CCN=C3NS(=O)(=O)c4ccccc43)C2=O)cc1,-6,2,-45,0.8,0.8,3.2,-1,2.0,-11,15
Cc1ccc(C)c(NC(=O)CCc2c(C)nn(-c3ccc(N4CCCCC4)nn3)c2C)c1,-2,-2,-5,-2.8,0.2,3.4,1,-2.4,-5,6
COc1cc2ncnc(NCc3ccccc3F)c2cc1OC,7,-3,-3,-1.1,2.4,3.0,-9,-0.7,3,-2
Cc1ccc(CN2CCN(c3cccc4[nH]ccc34)CC2)cc1,-2,-8,3,-1.3,2.8,0.3,-4,0.3,-6,2
Cc1ccc(-c2ocnc2C(=O)N2CCOCC2)cc1,-4,-4,8,0.2,3.6,0.7,-1,-2.0,9,1
CC(C)C(=O)NC(=S)Nc1ccc(CN2CCOCC2)cc1,-5,-1,2,-1.5,6.2,2.6,9,-2.0,6,4
Cc1nnc(NC(=O)CSc2nnc(-c3ccc(S(=O)(=O)N4CCCC4)cc3)n2C)s1,-6,1,1,·,2.7,-0.3,-5,1.5,1,-3
C=CCn1c(SCC(C)=O)nnc1-c1ccc2ncccc2c1,1,-4,3,-1.1,5.0,1.5,5,-0.3,2,0
COc1ccc(CN2CCNC(=O)C2CC(=O)N(C)Cc2ccncn2)c(OC)c1 (stereo unspecified),-4,0,-2,-2.5,3.7,1.3,1,0.3,-2,0
Cc1ccc(-c2nnn(CC(=O)N(CC(=O)NCC3CCCO3)c3ccc(F)c(Cl)c3)n2)o1 (stereo unspecified),24,1,-19,-2.4,2.1,2.0,2,2.1,5,·
Cc1ccc(OCC(=O)N(C)CC(=O)NCc2ccco2)c(Br)c1,13,2,23,-3.4,1.5,·,-1,·,-12,4
O=C(c1ccc(Cl)c(S(=O)(=O)N2CCc3ccccc32)c1)N1CCN(c2ccccc2O)CC1,2,3,-27,-0.7,4.9,1.4,0,-0.2,-3,-8
O=C(CN(c1cccc(Br)c1)S(=O)(=O)c1ccccc1)N/N=C/c1cc([N+](=O)[O-])ccc1O,0,·,2,0.4,5.8,6.7,11,6.7,-10,-6
CN(C)c1ccc(/C=C(\C#N)c2ccccc2)cc1,-4,-5,6,·,·,·,2,·,-3,·
Cn1c2ccccc2c2nnc(N/N=C/c3ccc(O)cc3)nc21,·,·,·,·,0.7,3.1,·,0.0,·,2
O=C(COC(=O)C1CCN(S(=O)(=O)c2cccs2)CC1)c1cc2ccccc2o1,-10,-4,3,·,3.1,-0.3,9,-0.4,5,·

# Two successive records from above, quoted:
SMILES,Tat transport,DAGLB inh,PfHsp90 set2,CAL PDZ FP,phage Ecoli inh,AddAB inh,Rtt109 Vps75,E coli growth,PvdQ acylase,Wnt act
Cc1ccc(C)c(NC(=O)CCc2c(C)nn(-c3ccc(N4CCCCC4)nn3)c2C)c1,-2,-2,-5,-2.8,0.2,3.4,1,-2.4,-5,6
COc1cc2ncnc(NCc3ccccc3F)c2cc1OC,7,-3,-3,-1.1,2.4,3.0,-9,-0.7,3,-2

# Next part
SMILES,Tat transport,DAGLB inh,PfHsp90 set2,CAL PDZ FP,phage Ecoli inh,AddAB inh,Rtt109 Vps75,E coli growth,PvdQ acylase,Wnt act
CCc1cccc(CC)c1NC(=O)CN1CCN(c2ccccc2)CC1,6,-2,-5,0.1,-0.3,1.0,-1,-1.9,-8,·
COc1ccc(CCN2C(=NC(=O)C(C)C)SC3CS(=O)(=O)CC32)cc1 (stereo unspecified),4,-3,14,-0.5,0.7,1.6,-8,2.3,-22,-1
COc1ccc(-c2nn(-c3ccccc3)cc2/C=C\C(=O)N2CCOCC2)cc1[N+](=O)[O-],-4,0,-7,-2.3,3.3,0.0,·,-1.6,-11,-1
Cc1nc(N2CCN(C)CC2)c2c(C)c(C(=O)Nc3ccc(C)c(F)c3)sc2n1,-3,1,9,-2.1,2.7,-0.6,9,-2.9,-12,·
CC(C)[N+](C)(C)CC(O)CN(c1ccccc1)c1ccccc1 (stereo unspecified),-10,2,-21,-2.0,-0.1,1.1,-5,1.2,-8,0
O=C(O)c1c2cc(Br)ccc2nc2[nH]c(=O)[nH]c(=O)c12,-6,3,4,0.0,2.3,·,-16,·,-2,-4
Nc1c2c(nc3sc4c(c13)CCCCC4)CCCCC2,2,3,-5,-1.9,3.0,2.0,0,0.7,-4,-2
